High-throughput results from PubChem.
STK33 kinase inh: inhibitors of purified STK33 kinase, primary screen, biochemical, ADP-Glo luminescence, homogeneous, cell-free; Serine/threonine-protein kinase 33 (Homo sapiens), Q9BYT3; MBP phosphorylation; inhibition, % at 10 µM; 0.073% of 320,000 active; AID 2661, 2010;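 active = inhibition at or above 25%, using the most active replicate where run in duplicate; inactive = inhibition below 25%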
Target sequence (Q9BYT3 whole entry, looked up): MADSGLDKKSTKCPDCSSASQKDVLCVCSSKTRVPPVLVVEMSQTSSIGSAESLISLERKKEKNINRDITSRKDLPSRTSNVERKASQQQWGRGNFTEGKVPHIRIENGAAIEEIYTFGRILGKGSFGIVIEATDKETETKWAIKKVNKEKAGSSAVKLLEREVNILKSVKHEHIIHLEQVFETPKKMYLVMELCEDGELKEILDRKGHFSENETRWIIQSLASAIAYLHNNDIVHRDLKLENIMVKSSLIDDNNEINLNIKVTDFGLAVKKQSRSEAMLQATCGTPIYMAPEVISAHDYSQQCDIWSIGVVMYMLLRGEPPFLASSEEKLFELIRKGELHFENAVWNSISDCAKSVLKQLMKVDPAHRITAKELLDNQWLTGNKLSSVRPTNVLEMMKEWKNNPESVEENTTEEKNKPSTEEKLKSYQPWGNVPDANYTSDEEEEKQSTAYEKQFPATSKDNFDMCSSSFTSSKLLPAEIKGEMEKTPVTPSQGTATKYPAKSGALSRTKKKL
Active calls of the source: *.

SMILES	STK33 kinase inh
CN(CCN(C)C(=O)c1[nH]cnc1C(=O)Nc1ccccc1)C(=O)c1[nH]cnc1C(=O)Nc1ccccc1	0.6
O=C(Nc1ccc2nc(N3CCOCC3)sc2c1)c1ccc(F)cc1	1.3
Cn1c(=O)[nH]c(=O)c2c1nc(SCCN1CCCCC1)n2CCCc1ccccc1	-0.8
O=C1C=C(c2ccnc3cc(Cl)ccc23)C[C@@H](c2ccc3c(c2)OCO3)C1	-0.7
COC(=O)[C@]12C(=O)NC[C@H](CN1c1ccc(C(F)(F)F)cc1)N2C	0.1
CN(Cc1ccc(Cl)cc1)C(=O)CNC(=O)C12CC3CC(CC(C3)C1)C2	-0.9
Cc1ccc(S(=O)(=O)Nc2cccc3c2O[C@H](CN(C)C(=O)Nc2ccc(C(F)(F)F)cc2)[C@@H](C)CN([C@H](C)CO)C3=O)cc1	-0.5
COc1ccc(N2CCN(C(=O)COC(=O)COc3cccc(C(F)(F)F)c3)CC2)cc1	-2.2
CCC(C(=O)Nc1cccc(S(=O)(=O)N(C)c2ccccc2)c1)c1ccccc1 (configuration not stated)	-2.6
Cc1c[nH]c2ccccc12	-1.6
O=C(N/N=C/c1ccc(F)c(F)c1)c1cccc(S(=O)(=O)N2CCCCC2)c1	-1.9
CCOc1ccc2oc(C(=O)OCC(=O)NC3CCCC3)c(C)c2c1	0.6
O=C(COC(=O)Cc1ccsc1)Nc1cccc(F)c1	-0.2
CC(C)NS(=O)(=O)c1ccc(NC(=O)C(C)OC(=O)C2CCC2)cc1 (configuration not stated)	-0.3
O=C(COC(=O)c1cc(=O)[nH]c2ccccc12)Nc1ccc(F)cc1	-0.3
Cc1nc2nc(Cc3ccccc3)[nH]n2c(=O)c1Cc1ccccc1	-1.7
O=C(O)c1cccc(S(=O)(=O)Nc2ccc(Oc3ccccc3)cc2)c1	0.6
O=C(OCCOc1cccc(Cl)c1)c1ccc(F)c(S(=O)(=O)N2CCOCC2)c1	-1.0
COc1ccccc1-c1nnc(SCC(=O)Nc2cccnc2Cl)n1C	-1.4
CCOc1ccc2nc(N3C(=O)C(O)=C(C(=O)c4ccco4)C3c3ccco3)sc2c1 (configuration not stated)	-2.0
C#CCOCCOCCOCCNc1nc(N2CCN(C(=O)CCCCCCCCCCNC(=O)[C@H](CO)n3cc(CCCSC)nn3)CC2)nc(N2CCN(C(=O)CCCCCCCCCCNC(=O)[C@H](CO)n3cc(CCCSC)nn3)CC2)n1	0.5
CN(C(=O)c1ccc(F)c(S(=O)(=O)N2CCOCC2)c1)C1CCCCC1	-2.7
COc1ccc(NC(=O)N(C)C[C@H]2Oc3ccc(NS(=O)(=O)c4c(C)noc4C)cc3C(=O)N([C@H](C)CO)C[C@@H]2C)cc1	-1.0
COc1ccccc1C(CNC(=O)c1cccc(S(=O)(=O)Nc2ccc(F)cc2)c1)N(C)C (configuration not stated)	0.0
CCOc1ccc(NC(=O)c2cc(C3CC3)nc3c2cnn3C(C)C)cc1OC	-2.4

Five of the compounds above, with bars between the fields:
canonical_smiles | STK33 kinase inh
COc1ccccc1-c1nnc(SCC(=O)Nc2cccnc2Cl)n1C | -1.4
O=C1C=C(c2ccnc3cc(Cl)ccc23)C[C@@H](c2ccc3c(c2)OCO3)C1 | -0.7
CCOc1ccc2nc(N3C(=O)C(O)=C(C(=O)c4ccco4)C3c3ccco3)sc2c1 (configuration not stated) | -2.0
COc1ccccc1C(CNC(=O)c1cccc(S(=O)(=O)Nc2ccc(F)cc2)c1)N(C)C (configuration not stated) | 0.0
O=C(Nc1ccc2nc(N3CCOCC3)sc2c1)c1ccc(F)cc1 | 1.3

The list goes on.
SMILES	STK33 kinase inh
Cc1ccc2nc3n(c(=O)c2c1)-c1ccccc1C(=O)NC3Cc1ccc(O)cc1 (configuration not stated)	-0.1
Cc1ccc(C(=O)N(C)Cc2ccc(N3CCOCC3)cc2)cc1S(=O)(=O)NCc1ccccc1	-0.1
O=C(CCN1CCN(Cc2ccccc2)CC1)NNC(=O)c1cc2ccccc2o1	-0.1
CCN(CC(=O)Nc1ccc(NC(C)=O)cc1)C(=O)c1ccccc1Sc1ccccc1C#N	-1.0
CC(=O)c1ccc(NC(=O)C(C)Sc2nnc(-c3ccncc3)n2C2CC2)cc1 (configuration not stated)	-2.7
Cc1cc(C)cc(N(CCC#N)C(=O)COC(=O)Cn2[nH]c(=O)c3ccccc3c2=O)c1	0.6
C[C@H](CO)N1C[C@H](C)[C@@H](CN(C)C(=O)NC2CCCCC2)Oc2c(NC(=O)Nc3ccc(C(F)(F)F)cc3)cccc2C1=O	-0.3
Cc1nnc(NC(=O)C2CCN(S(=O)(=O)c3cc([N+](=O)[O-])ccc3Cl)CC2)o1	-1.9
COc1cc(C(=O)OCC(=O)NC(=O)NCc2ccccc2)ccc1OC(F)F	-1.2
CCOC(=O)[C@H]1[C@H]2COc3ccccc3[C@@H]2N2C(=O)c3cc(F)c(F)cc3NC(=O)[C@@]12C	0.5
COc1ccc(NC(=O)CN(C)CC(=O)N(C)C2(C#N)CCC(C)CC2)cc1 (configuration not stated)	-1.8
COc1ccc(C(=O)Nc2cc(Cl)ccc2-n2cncn2)c(OC)c1OC	-1.6
COc1ccc(NC(=O)C23CC4CC(CC(Cl)(C4)C2)C3)cc1S(=O)(=O)N1CCOCC1	1.1
COc1ccccc1CNC(=O)CCNS(=O)(=O)/C=C/c1ccc(C)cc1	-0.6
CC(C)(C)c1ccc(O)c(O)c1	-0.9
CCc1cc(C(=O)NN2C(=O)NC3(CCCCC3)C2=O)sc1C	-1.1
O=C(Cn1nc(C(=O)O)c2ccccc2c1=O)Nc1cc(C(F)(F)F)ccc1-n1cncn1	-1.8
CCCCNC(=O)C(CC)(ONc1ccccc1C(F)(F)F)c1ccccc1OC (configuration not stated)	0.3
CC(C)CCCN1C(N(C)C)=NC[C@@H]1Cc1ccccc1	-0.7
CN(C(=O)CSc1nnc(-c2ccc3c(c2)OCO3)o1)C1CCS(=O)(=O)C1 (configuration not stated)	-0.4
CC1CCN(C(=O)c2ncn(Cc3ccccc3)c2C(=O)N2CCC(C)CC2)CC1	-0.3
O=C(NNC(=O)c1cc(S(=O)(=O)N2CCCCC2)ccc1Cl)c1ccccc1O	2.4
O=C(CNC(=O)c1ccc(Br)o1)NCC1COc2ccccc2O1 (configuration not stated)	-1.1
O=C1C=C(c2ccc(F)c(Cl)c2)C[C@@H](c2ccc(F)cc2)C1	-0.8
CC(=O)N1CCN(C(=O)CSc2ncnc3sc(C)c(C)c23)CC1	-1.8

A draw from above in order of length of the SMILES, rising:
SMILES	STK33 kinase inh
COc1ccccc1CNC(=O)CCNS(=O)(=O)/C=C/c1ccc(C)cc1	-0.6
O=C1C=C(c2ccc(F)c(Cl)c2)C[C@@H](c2ccc(F)cc2)C1	-0.8
CCN(CC(=O)Nc1ccc(NC(C)=O)cc1)C(=O)c1ccccc1Sc1ccccc1C#N	-1.0

(further entries)
SMILES	STK33 kinase inh
Cc1ccc(C(=O)OCC(=O)NCc2ccccc2)cc1S(=O)(=O)N1CCCCC1	-2.7
COc1cccc(NC(=O)CN(C)C(=O)Cc2ccc3c(c2)CCC3)c1	-0.2
Cc1ccc(C)c(S(=O)(=O)N2CCN(C(=O)CN3C(=O)NC(C)(C)C3=O)CC2)c1	-0.1
COC(=O)c1c(C(=O)c2ccc(Br)cc2)n(C)c2ccccc12	0.0
COc1cccc(/C=C/C(=O)OCC(=O)c2ccccc2)c1OC	-1.1
CCOC(=O)C1CCCN(C(=O)c2cn(C)c3ccc(S(=O)(=O)N(C)C)cc3c2=O)C1 (configuration not stated)	-0.4
CCCCC[C@@H]1C=C(C(=O)O)[C@H](c2ccc(CC)cc2)N1S(=O)(=O)c1ccc(C)cc1	-1.8
O=C(CSC1=NC(=O)C(c2ccccc2)C(=O)N1)Nc1ccccc1Cl (configuration not stated)	-1.0
O=C(NN=Cc1ccccc1Cl)c1ccc(-n2cnnn2)cc1	-0.6
NS(=O)(=O)c1ccc(N2CCN(S(=O)(=O)Cc3ccccc3)CC2)nc1	-2.8
CC(=O)Nc1ccc(S(=O)(=O)Nc2cc(Cl)ccc2N2CCOCC2)cc1	0.9
COC(=O)Cc1csc(NC(=O)c2ccc3ncsc3c2)n1	1.6
COc1ccc(S(=O)(=O)N2CCCCCC2)cc1NS(=O)(=O)c1cc(C(=O)O)cc(C)c1C	0.5
COc1cc(S(=O)(=O)N2CCOCC2)cc(C(=O)OCC(=O)NC2CCCCC2)c1OC	-0.1
CC(=O)Nc1ccc(NC(=O)CSc2nc3ccccc3c(=O)n2CCCN2CCOCC2)cc1	-0.1
COc1ccc(CCNC(=S)Nc2cccc(C)c2)cc1	0.5
O=C(Nc1ccc2c(c1)OCCO2)c1cnn(-c2ccccc2)n1	-1.0
COc1ccc(C(=O)NC(CC(C)C)C(=O)O)cc1 (configuration not stated)	-2.2
COc1ccccc1-c1nnc(SCC(=O)c2c(N)n(C3CC3)c(=O)[nH]c2=O)o1	0.5
O=C(CSc1nnc(-c2ccncc2)o1)Nc1cc(F)ccc1F	-4.5
CC1CC(=O)Nc2ccccc2N1C(=O)CSc1ccc2ccccc2n1 (configuration not stated)	-1.4
CC(C)NC(=O)Nc1ccc2c(c1)CC(=O)N([C@@H](C)CO)C[C@H](C)[C@@H](CN(C)C(=O)NC1CCCCC1)O2	-0.9
O=C(NCC1CC1)c1cccc2c1C(=O)c1ccc(-c3ccc(OC(F)(F)F)cc3)cc1S2(=O)=O	1.1
COc1ccc(C2(C)ON(c3ccccc3C(F)(F)F)C2=O)cc1 (configuration not stated)	-0.6
CCOc1ccc(NC(=O)CN2CCN(CC(=O)Nc3cc(OC)cc(OC)c3)CC2)cc1	-0.7

Looked up one by one from above, 4 records:
SMILES	STK33 kinase inh
COc1ccccc1C(CNC(=O)c1cccc(S(=O)(=O)Nc2ccc(F)cc2)c1)N(C)C (configuration not stated)	0.0
CCOc1ccc2nc(N3C(=O)C(O)=C(C(=O)c4ccco4)C3c3ccco3)sc2c1 (configuration not stated)	-2.0
O=C(CCN1CCN(Cc2ccccc2)CC1)NNC(=O)c1cc2ccccc2o1	-0.1
C[C@H](CO)N1C[C@H](C)[C@@H](CN(C)C(=O)NC2CCCCC2)Oc2c(NC(=O)Nc3ccc(C(F)(F)F)cc3)cccc2C1=O	-0.3

Going on with the list:
SMILES	STK33 kinase inh
N#Cc1ccccc1OCC(=O)NC1CCCCC1	0.7
CCC/C(=C1/c2ccccc2C(=O)N1c1ccccc1)c1ccc2c(c1)OCO2	-2.3
Cc1ccccc1SCC(=O)OCC(=O)NCc1ccccc1	-0.8
O=S(=O)(c1cccc(-c2n[nH]c(=S)n2-c2ccccc2Cl)c1)N1CCOCC1	-0.1
CCOC(=O)C(C)Sc1nnc(NC(=O)c2ccc(C)c([N+](=O)[O-])c2)s1 (configuration not stated)	-0.5
C[C@H](CO)N1C[C@H](C)[C@@H](CN(C)C(=O)Nc2ccc(C(F)(F)F)cc2)Oc2c(NS(=O)(=O)c3cn(C)cn3)cccc2C1=O	-1.4
CCOC(=O)[C@H]1[C@H]2COc3ccc(OC)cc3[C@@H]2N2C(=O)[C@H](C)NC(=O)[C@@]12C	-0.6
Cn1cncc1C#Cc1ccc2cc(CCCO)oc(=O)c2c1	-0.1
CC(=O)c1c(C)[nH]c(C(=O)OC(C)C(=O)Nc2ccc(C)c(S(=O)(=O)N3CCOCC3)c2)c1C (configuration not stated)	0.6
O=C(COc1cccc(C(F)(F)F)c1)NNC(=O)Cc1ccc(S(=O)(=O)N2CCOCC2)s1	-1.9
N#Cc1ccccc1OCC(=O)OCC(=O)NC1CCCCCC1	1.1
COC(=O)c1ccn(CSc2cc(Cl)ccc2Cl)n1	-1.0
O=C(O)CC(NS(=O)(=O)c1ccc2c(c1)OCCO2)c1ccccc1[N+](=O)[O-] (configuration not stated)	-0.2
COc1cccc(-c2nn(-c3ccc(C)cc3)cc2C(=O)N2CCN(C3CCS(=O)(=O)C3)CC2)c1 (configuration not stated)	-0.8
CC(=O)NCc1ccc(C(=O)COC(=O)COc2ccccc2)s1	-0.4
CCOC(=O)[C@H]1[C@H]2COc3ccc(C)cc3[C@@H]2N2C(=O)[C@@H](C)NC(=O)[C@@]12C	1.6
C=C1/C=C(\C)[C@](C)(O)C[C@H](O)CC(=O)[C@H](O)[C@@H](O)[C@H](C)C[C@H](C)OC(=O)/C(C)=C/CC/C=C/[C@@H]2O[C@H]2C[C@H](C)C1	-0.5
Cc1ccc(S(=O)(=O)N2CCN(C(=O)COC(=O)/C=C/c3ccccc3F)CC2)c(C)c1	-0.2
N#Cc1ccc(CN2CCN(C(=O)c3cccc(S(=O)(=O)N4CCCCCC4)c3)CC2)cc1	0.5
COc1ccc(NC(=O)COC(=O)C2CC(=O)N(CCc3ccc(OC)c(OC)c3)C2)cc1Cl (configuration not stated)	-2.1
O=C(C[C@H]1C/C=C\C[C@@H](Cc2ccc(F)cc2)C(=O)O[C@@H](c2ccccc2)CNC1=O)N[C@@H](CO)Cc1ccccc1	0.1
COc1cc(CC(=O)OCC(=O)NCCc2ccc(S(N)(=O)=O)cc2)cc(OC)c1OC	-0.5
COc1ccc(NC(C)=O)cc1NC(=O)c1cccc(S(=O)(=O)N2CCc3ccccc32)c1	1.5
CN(CCc1ccccn1)c1ncnc2[nH]ncc12	1.1
COc1ccc(C(=O)OCC(=O)Nc2ccc(N3CCOCC3)cc2)cc1	0.9
Next records
SMILES	STK33 kinase inh
Cc1ccc(NC(=O)CCC(=O)N2CCN(S(=O)(=O)c3ccc(C)cc3)CC2)cc1	0.3
CCCCc1nnc(NC(=O)CCS(=O)(=O)c2ccc(C)cc2)s1	0.4
Cc1ccc(S(=O)(=O)Nc2ccccc2F)cc1C(=O)N1CCN(c2ccccc2O)CC1	0.6
CN(C(=O)c1ccc(NC(=O)Cc2cccc(NC(=O)C3CCN(C(=O)c4ccccc4)CC3)c2)cc1)C1CCCC1	-0.5
COCCn1c(Cc2ccccc2)nnc1SCC(=O)N1CCCC1=O	0.0
CCCCC1CCC(C(=O)Nc2ccc(N3CCOCC3)cc2N2CCOCC2)CC1 (configuration not stated)	0.5
O=C(CSc1nc2c(c(=O)n1-c1ccc(Cl)cc1)SCC2)Nc1ccc2c(c1)OCCO2	-0.8
CCCCCCSc1ccc(-c2nc3ccc(Cl)cn3c2NC2CCCCC2)cc1	-1.5
O=C(NNC(=O)c1nc2ccccc2[nH]1)OCc1ccccc1	1.5
COc1ccc(OC)c(NC(=O)COc2ccc3c(c2)CCC3)c1	0.6

A portion of the library, so the mix of outcomes need not match the whole.
